Compound activity (PubChem BioAssay)
PrPC surface inh – inhibitors of human cell surface prion protein PrPC, primary screen, cell-based, TR-FRET; TR-FRET read-out; inhibition, % at 13.8 µM; 370,000 compounds, 0.43% hits; AID 720596, 2013; in the data active means inhibition above about 24%; further: 0% = median of the test wells and 100% = reference compound wells
FadD28 FP inh – inhibitors of FadD28 bisubstrate probe binding, primary screen, biochemical, fluorescence polarization, single point. 360,000 compounds, 0.22% hits. inhibition, % at 12.5 µM. Mycobacterium tuberculosis FadD28 fatty-acid-AMP ligase. AID 588549, 2011; in the data active means inhibition above about 8.5%, passing the limit was not always enough; inconclusive means no clear call, values can overlap the other calls
BoNT F protease – BoNT/F light chain protease inhibitors, primary screen, biochemical, flow cytometry, MLPCN library | Botulinum neurotoxin type F light chain protease (Clostridium botulinum) | inhibition, % at 10 µM | Multiplex microsphere protease cleavage assay | 360,000 compounds, 0.22% hits; in the data active means inhibition above about 35%, passing the limit was not always enough; inconclusive means no clear call, values can overlap the other calls; further: plate controls were buffer without enzyme for full effect and enzyme alone for no effect
BoNT A protease – BoNT/A light chain protease inhibitors, primary screen, biochemical, flow cytometry, MLPCN library | AID 588499, 2011 | Botulinum neurotoxin type A light chain protease (Clostridium botulinum A str. ATCC 3502) | inhibition, % at 10 µM | multiplex microsphere protease substrate cleavage | 360,000 compounds, 0.17% hits; in the data active means inhibition above about 30%; inconclusive means no clear call, values can overlap the other calls; further: plate controls were buffer without enzyme for full effect and enzyme alone for no effect
Mtb FBA inh – Mtb FBA enzyme inhibitors, primary screen, biochemical, fluorescence, strain H37Rv; purified M. tuberculosis FBA, fluorescence read-out; inhibition, % at 1 µM; 360,000 compounds, 2.3% hits; in the data active means inhibition above about 27%;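 further: 0% = vehicle and 100% = reference inhibitor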
Target sequence (P9WQA3 whole entry, looked up): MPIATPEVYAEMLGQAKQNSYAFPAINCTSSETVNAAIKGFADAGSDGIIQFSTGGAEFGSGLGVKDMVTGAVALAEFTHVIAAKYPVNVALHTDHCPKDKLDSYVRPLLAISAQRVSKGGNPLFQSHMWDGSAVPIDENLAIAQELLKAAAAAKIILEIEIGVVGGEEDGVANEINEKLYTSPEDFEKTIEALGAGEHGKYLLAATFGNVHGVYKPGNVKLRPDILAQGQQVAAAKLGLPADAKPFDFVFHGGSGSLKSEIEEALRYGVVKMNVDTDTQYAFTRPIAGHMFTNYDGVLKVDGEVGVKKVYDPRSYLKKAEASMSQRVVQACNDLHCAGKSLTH
CCHFV vOTU inh – CCHFV vOTU protease inhibitors, primary screen, biochemical, Pep-AMC substrate, fluorescence | AID 651958, 2012 | 370,000 compounds, 0.55% hits | inhibition, % at 11.5 µM; further: 0% = vehicle wells with enzyme and 100% = no enzyme wells
GDH-TPI counter – GDH-TPI coupling enzyme inhibitors, primary screen, artefact control for M. tuberculosis FBA inhibitor project, biochemical, absorbance, full deck | GDH-TPI coupled enzyme counterscreen, NADH absorbance | inhibition, % at 4.8 µM | 360,000 compounds, 1.2% hits | AID 588335, 2011;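 further: 0% = DMSO wells and 100% = wells lacking the enzyme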
BioA inh – M. tuberculosis BioA enzyme inhibitors, primary screen, biochemical, plate reader, single point, HTS; purified M. tuberculosis BioA enzyme; inhibition, % at 9.99 µM; 360,000 compounds, 0.096% hits; AID 602481, 2012; in the data active means inhibition above about 40%; inconclusive means no clear call, values can overlap the other calls
UGM FP inh – M. tuberculosis UGM enzyme inhibitors, primary screen, biochemical, fluorescence polarization, single point; inhibition, % at 10 µM; purified UGM, fluorescence polarization probe displacement; 320,000 compounds, 0.06% hits; UDP-galactopyranose mutase (Mycobacterium tuberculosis (strain ATCC 25618 / H37Rv)), …; in the data active means inhibition above about 10%, passing the limit was not always enough; inconclusive means no clear call, values can overlap the other calls
Target sequence (P9WIQ1 whole entry, looked up): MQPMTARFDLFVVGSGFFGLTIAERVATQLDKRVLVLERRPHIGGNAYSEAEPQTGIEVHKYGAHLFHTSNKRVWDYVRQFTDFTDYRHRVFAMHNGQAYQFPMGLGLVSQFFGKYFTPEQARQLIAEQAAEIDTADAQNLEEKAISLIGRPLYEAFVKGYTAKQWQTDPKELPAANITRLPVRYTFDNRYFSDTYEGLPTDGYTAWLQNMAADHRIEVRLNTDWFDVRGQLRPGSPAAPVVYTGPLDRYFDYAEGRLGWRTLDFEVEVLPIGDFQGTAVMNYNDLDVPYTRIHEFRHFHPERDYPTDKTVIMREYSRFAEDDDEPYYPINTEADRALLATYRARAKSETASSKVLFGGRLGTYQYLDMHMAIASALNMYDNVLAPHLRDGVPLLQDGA
Numbers without * were called inactive; ? = inconclusive; . = no result given; & = joins results of further samples. Unless noted, no stated cut-off is given here; in the data, active means inhibition above about 30%; inactive means the rest.

canonical_smiles	PrPC surface inh	FadD28 FP inh	BoNT F protease	BoNT A protease	Mtb FBA inh	CCHFV vOTU inh	GDH-TPI counter	BioA inh	UGM FP inh
CCOC(=O)c1c(C)[nH]c(C)c1C(=O)COC(=O)c1cccc(C)c1O	5.8	-3.1	-1.9	-1.3	0.9	4.6	7.5	.	2.1
Fc1ccc(NC(=S)N2CCCN(c3ccc(C(F)(F)F)cn3)CC2)c(F)c1	21.1	-7.3	?	-3.5	2.6	14.5	-7.5	2.7	-0.2
O=C(Nc1cccc(C(=O)N2CCCCC2)c1)C1CCCC1	13.5	-0.6	-3.2	-0.1	5.2	-3.1	12.5	-0.1	.
O=C(Nc1ccc2ccccc2c1)c1cccc(F)c1	-8.1	-0.6	7.6	-0.8	-1.5	-0.6	-3.6	-5.8	-3.4
O=C(NCCOC(=O)c1ccccc1C(=O)OCCNC(=O)c1cccnc1)c1cccnc1	4.0	-3.8	11.4	6.3	-1.1	7.0	6.4	1.7	3.0
CC(=O)c1cccc(NC(=O)COC(=O)CCNS(=O)(=O)c2ccccc2)c1	3.8	-2.8	-1.3	0.3	-0.7	-6.0	4.8	0.8	-0.6
CC(C)(C)c1ccc(-n2ncc3c2CCCC3NC(=O)CCCn2cncn2)cc1 (configuration not stated)	7.2	-3.3	-0.4	0.6	-1.6	-6.4	-4.3	0.5	.
Cc1ccc(N2CC(C(=O)NCc3cccnc3)CC2=O)cc1 (configuration not stated)	0.4	-3.0	6.0	-0.1	2.9	-6.4	-4.2	2.2	-2.1
CCCCCCOC(=O)c1ccccc1N	4.0	-1.1	-15.4	-0.1	5.5	1.9	9.7	-0.8	2.3
O=C(NCc1ccc2c(c1)OCO2)NC1CCCCC1	14.5	-0.9	-15.2	-4.1	-2.4	-0.7	0.6	.	0.7
O=C(NCC1CCCO1)C1CCCN(S(=O)(=O)c2ccc(Br)cc2)C1 (configuration not stated)	9.7	-4.1	-4.8	-0.2	-2.5	-9.6	-3.5	0.2	-2.1
C=CCn1c(SCC(=O)NC(=O)c2cccc([N+](=O)[O-])c2)nnc1-c1ccccc1F	-14.6	-0.4	-5.1	0.3	0.2	-6.2	0.7	.	0.4
Cc1cccc(N=Cc2c(O)n(-c3ccccc3C)c(=O)[nH]c2=O)c1	3.5	-1.4	6.9	0.6	-1.6	-7.8	47.8*	0.3	0.2
N#CC1=C(N)Nc2ncnn2C1c1ccc([N+](=O)[O-])cc1 (configuration not stated)	-46.4	0.3	2.2	-0.4	-1.8	-3.2	11.4	.	0.4
Cc1ccc(OCC(=O)Nc2nnc(-c3ccco3)s2)cc1	-7.8	0.5	-0.8	-0.5	9.4	15.2	19.8	-0.4	-1.7
C[C@@H]1CN([C@H](C)CO)C(=O)CCCn2nncc2CO[C@@H]1CN(C)C(=O)Nc1ccc2c(c1)OCO2	-4.9	1.0	-4.2	-0.2	0.9	-1.1	6.2	0.7&0.9	.
COc1ccc(NS(=O)(=O)c2ccc(-c3coc(C)n3)cc2)cc1OC	20.3	-0.6	.	.	1.8	2.1	-8.7	0.3	3.2
CCOc1ccccc1CN1CCC(N2CCOCC2)CC1	-5.6	0.6	-8.1	-1.2	3.1	9.7	4.3	1.3	0.4
CCC(=O)Nc1ccc(N2CCN(C(=O)c3ccco3)CC2)c(Cl)c1	-2.3	1.9	-12.3	0.9	4.1	-2.5	-2.8	2.2	.
COc1nc(Nc2ccc(C(C)=O)cc2)nc(OC)n1	3.3	-3.5	-4.6	0.6	0.3	5.4	15.5	18.3	-0.3
O=C1CCCCC1Sc1nnc(-c2ccc3c(c2)OCO3)o1 (configuration not stated)	6.0	-4.5	-12.8	-1.8	-1.8	-1.1	-14.1	.	4.9
CC(C)(C)c1ccc(C(=O)NNC(=O)c2ccccc2Br)cc1	1.3	0.4	0.1	-0.5	-0.5	-7.0	-2.1	.	-2.4
CCN(CC)c1ccc(/C=N/N2CCN(c3ccccn3)CC2)cc1	-4.9	-3.0	?	?	-1.2	-3.2	16.1	.	-0.3
Cn1cccc1/C=C1\C(=O)NC(=O)N(Cc2ccccc2Cl)C1=O	4.8	-0.2	-1.2	-0.5	-5.4	-4.1	0.6	.	.
NS(=O)(=O)c1ccc(CCNC(=O)C(=O)NCC2OCCN2S(=O)(=O)c2ccc(Cl)cc2)cc1 (configuration not stated)	-1.7	-4.0	-5.4	-0.7	-1.4	0.1	1.0	-0.8	2.5

The last 3 entries of the section before open the next one:
canonical_smiles	PrPC surface inh	FadD28 FP inh	BoNT F protease	BoNT A protease	Mtb FBA inh	CCHFV vOTU inh	GDH-TPI counter	BioA inh	UGM FP inh
CCN(CC)c1ccc(/C=N/N2CCN(c3ccccn3)CC2)cc1	-4.9	-3.0	?	?	-1.2	-3.2	16.1	.	-0.3
Cn1cccc1/C=C1\C(=O)NC(=O)N(Cc2ccccc2Cl)C1=O	4.8	-0.2	-1.2	-0.5	-5.4	-4.1	0.6	.	.
NS(=O)(=O)c1ccc(CCNC(=O)C(=O)NCC2OCCN2S(=O)(=O)c2ccc(Cl)cc2)cc1 (configuration not stated)	-1.7	-4.0	-5.4	-0.7	-1.4	0.1	1.0	-0.8	2.5
COc1ccccc1C(=O)C1CCCN(Cc2cnc(C)s2)C1 (configuration not stated)	5.6	-0.9	0.7	-0.8	4.2	-9.1	1.3	-0.3	-1.3
Cc1cc(=O)oc2cc(OCc3ccc(C(=O)N4CCN(c5ccc([N+](=O)[O-])cc5)CC4)cc3)ccc12	4.9	-2.2	-2.3	-0.3	-2.8	4.8	5.5	.	.
COc1ccc(-c2nnc(SCC(C)C)o2)cc1	-1.5	0.5	-1.9	-0.4	6.4	-2.7	8.6	1.2	-0.5
CN(C)CCCOC(=O)N1c2ccccc2C=Cc2ccccc21	-5.7	.	18.1	-3.9	2.4	-7.5	-5.7	0.1	0.8
COc1ccc2c(CC(=O)N3CCc4ccccc43)coc2c1	5.9	-1.2	-5.6	0.2	1.5	10.3	3.0	1.1	-0.3
CCc1nc2ccc(C(=O)Nc3cccc(NS(C)(=O)=O)c3)cn2c1N(C)C(=O)c1cccc(OC)c1	-9.0	-4.8	-0.1	-0.1	-3.9	12.4	-0.4	-0.6	.
COc1ccccc1Oc1ccc(N/C=C/C(=O)c2ccco2)cc1	-9.7	-2.6	-2.2	-1.0	-3.3	4.9	-0.6	-0.8	-1.2
O=C(CN1C(=O)COc2ccccc21)Nc1ccc(F)cc1	-6.6	-2.9	-10.7	-0.1	-2.0	1.7	4.3	-0.3	0.9
COc1ccc(C2/C(=C(/O)c3ccccc3)C(=O)C(=O)N2c2ccccn2)c(OC)c1 (configuration not stated)	-2.9	-0.7	-11.0	-0.6	0.6	5.3	30.6*	-0.2	-0.1
CC(C)(C)NC(=O)c1ccc2nccnc2c1	0.9	1.0	-1.8	-1.9	-3.9	-2.5	17.9	.	0.2
COc1ccccc1C(=O)NCCC(=O)NCCC12CC3CC(CC(C3)C1)C2	7.9	-1.7	5.1	-0.7	-1.7	5.7	-2.7	0.6	-1.0
O=C1NCCN1c1ccccc1	3.9	-2.1	5.3	-0.5	-0.8	-5.9	6.1	.	.
COc1cccc(NC(=O)N2C3CCCC2CC(NC(=O)C2CC2)C3)c1 (configuration not stated)	10.9	-0.6	13.7	2.9	-1.4	-3.9	4.5	-1.2	2.9
Cc1cc2oc(=O)cc(CN3CCOCC3)c2cc1C	-0.5	-3.2	7.5	0.6	-3.1	4.6	18.1	-2.3	-2.1
CN(C)CC(=O)Nc1ccc2cn[nH]c2c1	-0.3	-1.4	-0.1	0.7	0.8	0.8	-2.2	.	3.7
CCOC(=O)C1(C)CCCN1C(=O)c1cccs1 (configuration not stated)	-3.7	0.0	10.5	0.2	2.2	-5.4	2.7	-0.8	.
O=C(NCc1ccco1)c1ccc(=O)oc1	2.6	0.3	13.6	0.2	-0.7	26.5	49.7*	0.4	-0.9
Cn1c(SCC(=O)NC2CCCC2)nnc1C(F)(F)F	-6.6	-1.8	-1.8	-2.8	3.0	-11.0	0.3	-0.8	-2.2
CCOC(=O)/C(C#N)=C/c1c(N2CCN(c3ccccc3)CC2)nc2c(C)cccn2c1=O	4.7	-1.4	?	4.0	1.5	-3.9	1.9	-0.6	-0.6
O=C(Cc1ccccc1)N1CCCC1c1ccccc1 (configuration not stated)	0.0	-2.8	-6.5	-2.2	1.0	-1.8	-10.2	0.0	-1.2
COc1ccc([C@H]2/C=C\CN(Cc3ccc(N(C)C)cc3)[C@@H](C)C(=O)N2Cc2ccc(F)cc2)cc1	-3.0	-0.8	5.9	0.2	-2.8	-9.2	-2.6	-0.3	-2.6
Cc1ccc(N2CCC(N3CCN(C)C(CCO)C3)CC2)cc1 (configuration not stated)	-9.5	-0.2	?	-4.4	0.0	8.3	-3.7	-1.1	1.0
O=C(OCCN1CCOCC1)C1(c2ccccc2)CCCC1	-1.5	0.5	-1.3	-0.5	6.4	-6.2	-1.0	.	0.0
COCCCNC(=S)N1CCCC(c2nc3cc(C)c(C)cc3[nH]2)C1 (configuration not stated)	1.2	-0.1	-2.1	0.1	2.7	-1.0	-1.9	.	-1.4
COc1ccc(-c2ccc(OC)c(OC)c2OC)c(OC)c1OC	1.2	-2.4	5.9	-0.1	-2.4	4.1	-4.4	.	.
COc1ccc(C(=O)/C=C/c2ccc(OC(=O)c3cc(OC)c(OC)c(OC)c3)cc2)cc1	10.6	-2.6	7.5	0.5	3.0	4.4	5.8	-1.1&-0.5	1.4
CCCCNCC(O)(c1ccc(Cl)cc1)c1ccc(Cl)cc1	-4.5	-3.4	-19.4	-1.5	-0.6	-0.2	0.6	.	-1.3
O=C(CN1C(=O)CCSc2ccc(S(=O)(=O)N3CCCC3)cc21)NCc1ccccc1Cl	4.6	-2.0	-2.2	-1.8	-0.1	-3.1	-3.0	0.5	0.4
O=C(NCc1ccccn1)c1nnc(Cc2ccc(Cl)cc2)o1	12.3	-2.1	0.7	-0.3	-0.8	-0.8	-11.8	0.8	0.0
Cn1cc(C(=O)N/N=C/c2c(O)ccc3ccccc23)ccc1=O	5.3	-1.9	-2.6	3.9	-3.6	18.5	15.4	.	-2.8
CCN1CCN(C(=O)c2ccc(CN(c3ccc(C)c(C)c3)S(C)(=O)=O)cc2)CC1	4.9	0.2	5.0	1.0	-1.5	-5.7	0.3	3.1	0.8
Oc1ccc(-c2nccc(-c3ccc(F)cc3)n2)cc1	-3.4	-0.6	0.8	-1.9	2.1	18.7	14.7	1.4	3.0

Exported field by field: three of the compounds above.
SMILES: Cn1cc(C(=O)N/N=C/c2c(O)ccc3ccccc23)ccc1=O
  PrPC surface inh: 5.3
  FadD28 FP inh: -1.9
  BoNT F protease: -2.6
  BoNT A protease: 3.9
  Mtb FBA inh: -3.6
  CCHFV vOTU inh: 18.5
  GDH-TPI counter: 15.4
  BioA inh: .
  UGM FP inh: -2.8

SMILES: CCN1CCN(C(=O)c2ccc(CN(c3ccc(C)c(C)c3)S(C)(=O)=O)cc2)CC1
  PrPC surface inh: 4.9
  FadD28 FP inh: 0.2
  BoNT F protease: 5.0
  BoNT A protease: 1.0
  Mtb FBA inh: -1.5
  CCHFV vOTU inh: -5.7
  GDH-TPI counter: 0.3
  BioA inh: 3.1
  UGM FP inh: 0.8

SMILES: Oc1ccc(-c2nccc(-c3ccc(F)cc3)n2)cc1
  PrPC surface inh: -3.4
  FadD28 FP inh: -0.6
  BoNT F protease: 0.8
  BoNT A protease: -1.9
  Mtb FBA inh: 2.1
  CCHFV vOTU inh: 18.7
  GDH-TPI counter: 14.7
  BioA inh: 1.4
  UGM FP inh: 3.0
